UBC13 inh – inhibitors of human UBC13 polyubiquitin chain formation; AID 485273; P61088; 330,000 compounds, 0.47% hits; inhibition, % at 20 µM; TR-FRET; in the data active means inhibition above about 45%, passing the limit was not always enough
SENP1 FRET inh – blocks the human SENP1 SUMO protease catalytic domain. Q9P0U3. recombinant SENP1 catalytic domain, CyPet-SUMO1-YPet FRET cleavage. inhibition, % at 10 µM. 360,000 compounds, 0.21% hits;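 active means inhibition at least 30% at 10 µM, raw YFP signal under a set limit, fluorescence ratio 0.5 to 1.5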;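 further: 0% = enzyme with DMSO and 100% = no enzyme wells; some results filed as inactive read as strong as hits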
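Material: hSENP1 catalytic domain, recombinant; medium: Tris pH 8 with BME, BSA, NP40 and catalase; compound: single concentration of 10 µM compound, 0.5% DMSO final; technique: FRET read of cyan and yellow fluorescence; timing: 50 min enzyme reaction, room temperature, light-protected; reagent: SFCypet-SUMO1-SFYpet substrate at 25 nM; control set: no-enzyme low, enzyme-DMSO high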
SENP8 block-1 – SENP8 protease inhibition; purified SENP8, Z-RLRGG-aminoluciferin cleavage, luminescence; 330,000 compounds, 1.2% hits; Q96LD8; AID 2540; inhibition, % at 10 µM; in the data active means inhibition above about 50%
Target sequence (Q96LD8 whole entry, looked up): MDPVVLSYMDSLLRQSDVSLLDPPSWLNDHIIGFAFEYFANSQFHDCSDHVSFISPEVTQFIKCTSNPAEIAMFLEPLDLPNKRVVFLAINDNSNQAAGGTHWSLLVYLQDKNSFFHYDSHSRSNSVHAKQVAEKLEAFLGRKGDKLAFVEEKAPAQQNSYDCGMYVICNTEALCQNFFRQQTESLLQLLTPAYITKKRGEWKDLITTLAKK
HKDC1 inh – blocks human hexokinase HKDC1 activity | recombinant HKDC1, G6PDH/diaphorase resazurin coupled fluorescence | AID 493160 | inhibition, % at 20 µM | 340,000 compounds, 0.16% hits;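 active means inhibition above about 35% when tested at 20 µM, limit read from the data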;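 further: plate controls were DMSO wells with enzyme for no effect and DMSO wells lacking enzyme for full effect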
Target sequence (Q2TB90 whole entry, looked up): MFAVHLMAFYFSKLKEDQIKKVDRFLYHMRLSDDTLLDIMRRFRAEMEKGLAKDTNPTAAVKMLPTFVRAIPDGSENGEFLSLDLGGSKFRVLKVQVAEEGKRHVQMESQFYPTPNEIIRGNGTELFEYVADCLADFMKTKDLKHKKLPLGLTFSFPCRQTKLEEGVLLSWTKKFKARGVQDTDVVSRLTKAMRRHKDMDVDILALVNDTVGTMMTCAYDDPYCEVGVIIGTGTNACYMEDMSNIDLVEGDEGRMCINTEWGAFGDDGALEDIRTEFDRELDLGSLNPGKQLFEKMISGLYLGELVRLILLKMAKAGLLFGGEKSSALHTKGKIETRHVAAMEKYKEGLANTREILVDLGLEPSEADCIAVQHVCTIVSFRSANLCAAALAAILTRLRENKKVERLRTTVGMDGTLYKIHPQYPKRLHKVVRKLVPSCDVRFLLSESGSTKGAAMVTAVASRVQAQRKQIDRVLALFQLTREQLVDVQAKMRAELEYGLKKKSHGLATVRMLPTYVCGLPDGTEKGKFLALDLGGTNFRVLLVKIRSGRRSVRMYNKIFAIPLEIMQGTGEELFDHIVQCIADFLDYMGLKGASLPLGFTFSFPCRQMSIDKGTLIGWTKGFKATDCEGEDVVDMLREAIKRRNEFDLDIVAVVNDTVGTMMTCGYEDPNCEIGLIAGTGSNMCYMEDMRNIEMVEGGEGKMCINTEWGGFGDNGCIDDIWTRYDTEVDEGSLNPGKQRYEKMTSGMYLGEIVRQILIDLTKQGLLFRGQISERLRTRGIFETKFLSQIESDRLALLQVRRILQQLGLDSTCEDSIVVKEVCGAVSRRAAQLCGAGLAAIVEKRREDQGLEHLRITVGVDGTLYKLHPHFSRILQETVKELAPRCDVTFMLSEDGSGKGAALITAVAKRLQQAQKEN
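Material: recombinant HKDC1 hexokinase; Amount: HKDC1 at 5 µg/mL; Medium: Tris pH 8.0 buffer with MgCl2, Tween-20, BSA, BME; Schedule: 90 min reaction incubation at room temperature, dark; Technique: coupled resazurin fluorescence, excitation 525 nm, emission 613 nm.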
SENP8 block-2 – SENP8 (human) protease inhibition. Q96LD8. recombinant SENP8, Nedd8 substrate fluorescence. inhibition, % at 20 µM. 360,000 compounds, 0.64% hits. AID 602440; in the data active means inhibition mostly above about 40%, no sharp cut-off; inactive means mostly below about 27%
beta cell repl – induces beta-cell replication in MIN6 cells. MIN6 cells proliferation, ATPlite luminescence, 48 h; cells starved in 0.2% serum; 100% = growth in 10% serum. proliferation, % at 10 µM. 330,000 compounds, 0.29% hits;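 active means compounds whose signal lies at least 3.5 SD above the mean of all wells on their plate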;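 further: 0% = DMSO-treated cells in low-serum medium and 100% = 10% serum control; some compounds called inactive have numbers as strong as hits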
SENP7 inh – SENP7 protease inhibition. Q9BQF6. recombinant SENP7, Z-RLRGG-aminoluciferin luminescence, 40 min. inhibition, % at 5 µM. 330,000 compounds, 1.5% hits. AID 434973;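 active means inhibition above about 50% at the single test dose, limit read from the data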;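 further: plate controls were DMSO with enzyme for no effect and no enzyme buffer wells for full effect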
PfG6PD inh – PfG6PD (Plasmodium falciparum) enzyme inhibition. PfGluPho enzyme, NADPH resazurin-diaphorase fluorescence. inhibition, % at 20 µM. 350,000 compounds, 0.78% hits. AID 504690;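 active means inhibition reaching at least a set limit at 20 µM in the primary screen, cut at about 59% in these data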;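 further: 0% = DMSO wells with substrate and 100% = DMSO wells lacking glucose-6-phosphate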
SENP6 block – inhibitors of human SENP6 protease. Q9GZR1. inhibition, % at 10 µM. 330,000 compounds, 1.8% hits. AID 2599. Recombinant SENP6 catalytic domain, aminoluciferin luminescence;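 active means inhibition above about 50% at the single tested dose, limit read from the data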;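 further: plate controls were DMSO wells with enzyme for no effect and DMSO wells lacking enzyme for full effect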
An asterisk follows results filed as active; i = inactive; . = no result given. Compounds were not picked by outcome. About 4% of those tested had a hit in this group.

no.	mol	UBC13 inh	SENP1 FRET inh	SENP8 block-1	HKDC1 inh	SENP8 block-2
1	O=C(N/N=C1/CCS(=O)(=O)c2ccc(F)cc21)c1ccccn1	-1	2	1	-4	14
2	CN1C(C(=O)NCc2ccco2)=CC(c2ccc(F)cc2)=NS1(=O)=O	2	-1	-4	-6	-15
3	Cc1noc(C)c1S(=O)(=O)Nc1c(C)n(C)n(-c2ccccc2)c1=O	-4	4	2	0	22
4	CC(c1ccccc1)N1CNc2c(c(=O)n(C)c(=O)n2C)C1 (stereo not given)	6	1	2	-7	-11
5	C=CCn1c(=O)c2ccccc2n2c(SCc3cc(=O)n4ccsc4n3)nnc12	-5	0	3	-1	11
6	COc1ccc(-c2noc(-c3ccc(Br)o3)n2)cc1OC	-2	2	3	-4	6
7	CN1C(=O)c2ccc(NC(=O)C3CC3)cc2C1=O	14	-1	3	3	-461
8	COc1ccc(Cl)cc1NC(=O)NC(C)C	6	2	0	-2	11

no.	beta cell repl	SENP7 inh	PfG6PD inh	SENP6 block
1	0	-3	-4	-6
2	0	5	-4	-11
3	0	-2	-12	-8
4	0	1	-12	0
5	0	0	-2	16
6	-4	15	-17	1
7	-1	8	-6	-10
8	4	2	24	-5

(list continues)
no.	mol	UBC13 inh	SENP1 FRET inh	SENP8 block-1	HKDC1 inh	SENP8 block-2
9	OC(COc1cccc2ccccc12)CN1CCN(c2ccccn2)CC1 (stereo not given)	3	0	-9	9	2
10	COc1ccc(C(=O)N(CN2CCCC2=O)c2nccs2)cc1OC	-8	1	-1	2	-132
11	O=C1C(Cl)=C(Oc2ccccc2)C(=O)c2ccccc21	.	5	.	65*	-239
12	CC1CN(C(=O)c2ccc(CNS(=O)(=O)c3cccc(Cl)c3)cc2)CC(C)O1 (stereo not given)	2	1	-3	-7	8
13	Cc1ccc(-n2cnc(N)c2C(=O)c2cccc([N+](=O)[O-])c2)cc1	-2	4	4	9	55*
14	CCSc1ncc(Cl)c(C(=O)N(Cc2ccc(N(C)C)cc2)C2CCS(=O)(=O)C2)n1 (stereo not given)	.	1	.	3	16
15	O=C(COc1ccccc1-c1ccccc1)NN=C1CCCC1	-10	2	-5	10	16
16	O=C(c1cc(-c2cccc(O)c2)on1)N1CCOCC1	4	2	26	-7	15

no.	beta cell repl	SENP7 inh	PfG6PD inh	SENP6 block
9	1	-5	0	-2
10	-1	-2	-12	-2
11	.	.	128*	.
12	5	-1	15	-16
13	-1	2	3	-4
14	.	.	4	.
15	-1	-5	-16	-33
16	-1	47	3	63*

Other entries follow.
no.	mol	UBC13 inh	SENP1 FRET inh	SENP8 block-1	HKDC1 inh	SENP8 block-2
17	Cc1cc(-c2nn3c(C)nnc3s2)ccc1NC(=O)C(C)(C)C	-1	5	13	0	2
18	COc1cc(C)c(NC(=S)NCCCN2CCOCC2)cc1OC	6	2	3	-6	9
19	Cc1c(S(=O)(=O)N2CCCCC2)c(=O)n(C)c(=O)n1C	2	0	1	-3	17
20	COc1ccc(C(=O)OCC(=O)NCC2CCCO2)c(F)c1 (stereo not given)	-5	4	-1	-5	4
21	CC1Oc2ccccc2C=C1/C=N/Nc1ccc(C(=O)O)cc1 (stereo not given)	-11	-45	96*	-3	-276
22	O=C(CCc1ccccc1)NC(=S)Nc1cccc(C(=O)O)c1	-2	1	-2	-5	7
23	CCN(CC)S(=O)(=O)c1ccc(-c2nnc(SCC(C)=O)o2)cc1	0	2	-9	-1	16
24	COc1ccc(NCC(=O)n2c(C)c(C)c3ccccc32)cc1	39	-1	3	10	5

no.	beta cell repl	SENP7 inh	PfG6PD inh	SENP6 block
17	0	43	11	33
18	-2	5	-5	-1
19	1	-10	0	5
20	-2	3	7	-19
21	-3	89*	-7	96*
22	-4	10	-5	-9
23	-1	-6	-12	-9
24	-3	9	10	-20

Other structures
no.	mol	UBC13 inh	SENP1 FRET inh	SENP8 block-1	HKDC1 inh	SENP8 block-2
25	CCCn1c(N)c(N2CCCCC2)c(=O)n(CC(=O)Nc2ccccc2C(F)(F)F)c1=O	-8	-2	-17	-8	4
26	Cc1nc(C(F)(F)F)ccc1C(=O)NN1CCOCC1	5	2	6	0	21
27	CCN(CC)C(=S)SC1CCCCN(C(=O)c2ccccc2)C1=O (stereo not given)	19	0	0	0	21
28	Cc1ccc(NS(=O)(=O)c2cc(C(=O)NCCCN(C)C)ccc2Cl)cc1Cl	5	1	12	-7	11
29	CNC(=S)N1N=C(c2ccc(Br)cc2)CC1c1ccc(Br)cc1 (stereo not given)	-10	3	-15	-3	6
30	COc1cc(/C=C(/C#N)C(=O)NC(C)c2ccccc2)cc(OC)c1O (stereo not given)	-83	-33	5	1	-65
31	CCC(C)NC(=O)COC(=O)c1ccccc1OCC(=O)Nc1ccc(Br)cc1 (stereo not given)	-6	1	1	-10	3
32	Cc1c(CCC(=O)N2CCC[C@H]2C(=O)O)c(=O)oc2c(C)c3oc4c(c3cc12)CCCC4	-6	-42	-6	14	-210

no.	beta cell repl	SENP7 inh	PfG6PD inh	SENP6 block
25	-2	-11	-2	3
26	1	4	-8	1
27	-1	5	-3	9
28	-1	-10	-7	-5
29	-6	-9	6	-4
30	-5	6	16	14
31	-4	0	-16	-23
32	-2	-7	-28	-8

(next part)
no.	mol	UBC13 inh	SENP1 FRET inh	SENP8 block-1	HKDC1 inh	SENP8 block-2
33	O=[N+]([O-])c1ccccc1CN1CCN(S(=O)(=O)c2ccccc2)CC1	2	1	9	-1	4
34	CCOc1ccc(C(=O)CSc2nnc3ccccn23)cc1	-13	-2	-4	-4	-30
35	Cc1ccc(C(CC(=O)O)Nc2nc(N3CCCCC3)nc(N3CCCCC3)n2)cc1 (stereo not given)	-25	-1	-3	2	15
36	COc1ccc([N+](=O)[O-])cc1NC(=O)C(C)N1CCN(C(=O)c2ccco2)CC1 (stereo not given)	-4	1	0	18	38*
37	CC(C)c1ccc(CNc2cc(N3CCCC3)ccc2[N+](=O)[O-])cc1	-7	3	1	2	24
38	CCOc1ccc(-n2c(SCC(=O)Nc3cc(C)on3)nc3c([nH]c4ccccc43)c2=O)cc1	3	2	1	-3	-7
39	CCC(=O)Nc1cccc(Oc2nc(C)cc(C)c2C#N)c1	-6	-1	9	-3	18
40	O=C1/C(=C\c2ccncc2)SC(=S)N1C1CCCCC1	-1	-1	-3	-1	19

no.	beta cell repl	SENP7 inh	PfG6PD inh	SENP6 block
33	-1	-6	-1	-16
34	-6	13	0	35
35	-1	-11	-30	5
36	-1	-9	-6	-13
37	-4	-4	9	-17
38	6	0	-14	-9
39	0	-1	-9	-5
40	0	-4	-7	13

Later entries.
no.	mol	UBC13 inh	SENP1 FRET inh	SENP8 block-1	HKDC1 inh	SENP8 block-2
41	O=C(Cc1cccc(F)c1)N1CCOCC1	.	2	.	-6	6
42	O=C1C(c2ccccc2)=[N+]([O-])c2ccccc21	-76	3	23	25	i
43	O=C(NC1CCc2ccccc21)c1cc(COc2ccc(F)cc2F)on1 (stereo not given)	-4	2	-5	-3	7
44	C=COCCNC(=O)C(=O)NC(C)C	1	3	4	-8	9
45	O=C(COc1ccc(C(=S)N2CCOCC2)cc1)N1CCCC1	5	1	0	-6	3
46	COc1ccc(N2CC(C)Cn3c2nc2c3c(=O)[nH]c(=O)n2C)cc1 (stereo not given)	2	-1	1	-4	2
47	CCCn1c(N)c(C(=S)NC(=O)C2CC2)c(=O)n(C)c1=O	.	2	.	-6	7
48	CC(C)C1Cc2c(sc3c2c(=O)n(Cc2ccccc2)c2nncn32)CO1 (stereo not given)	1	2	3	2	33

no.	beta cell repl	SENP7 inh	PfG6PD inh	SENP6 block
41	.	.	1	.
42	-9	45	61*	64*
43	-3	2	12	1
44	0	20	4	3
45	-2	0	-2	5
46	1	2	-7	7
47	.	.	7	.
48	0	-1	17	-2

New compounds follow
no.	mol	UBC13 inh	SENP1 FRET inh	SENP8 block-1	HKDC1 inh	SENP8 block-2
49	Cn1c(Cn2c(=O)sc3ccccc32)nnc1SCC(=O)Nc1ccccc1	-12	2	-10	-5	12
50	NS(=O)(=O)c1ccc(Sc2ccc3c(c2)CCC3)nc1	2	-2	-7	0	6
51	CN(C)c1ccnc2sc3c(NCC(O)CO)ncnc3c12 (stereo not given)	6	-1	-6	15	-222
52	CN(Cc1ccc(C(C)(C)C)cc1)C(=O)c1ccc2c(c1)OCO2	2	2	-3	1	9
53	O=C(O)c1cccnc1SC1CC(=O)N(c2cccc(C(F)(F)F)c2)C1=O (stereo not given)	0	1	8	-5	24
54	Cc1cc(O)ccc1NC(=O)CCN1C(=O)c2ccc([N+](=O)[O-])cc2C1=O	-4	4	-3	-2	36
55	CC(C)C[C@H](NC(=O)NC1CCCc2ccccc21)C(=O)O (stereo not given in full)	4	2	4	-3	1
56	CC(=O)N1CCc2c(sc(NC(=O)C3CCCN3S(=O)(=O)c3cccs3)c2C#N)C1 (stereo not given)	0	-52	21	-5	-431
57	COc1ccc(-c2csc(NC(=O)c3ccc(OCC(=O)N4CCOCC4)c(OC)c3)n2)cc1OC	-12	1	-13	-10	-73
58	Cc1ccc(CN2CCSCC2)c(C)c1	-4	2	-10	1	16
59	O=C(NN1C(=O)/C(=C/c2cccs2)SC1=S)c1ccncc1	-8	-8	6	-2	30

no.	beta cell repl	SENP7 inh	PfG6PD inh	SENP6 block
49	-2	7	27	-13
50	3	-2	15	-7
51	-1	-2	-12	-8
52	-2	5	-7	-12
53	-4	-5	-4	-6
54	0	-2	-5	3
55	3	0	-5	9
56	4	1	-8	1
57	2	-8	30	1
58	0	-6	-4	-14
59	2	7	38	-8

An excerpt of these results, with one line to a screen:
46. COc1ccc(N2CC(C)Cn3c2nc2c3c(=O)[nH]c(=O)n2C)cc1 (stereo not given)
47. CCCn1c(N)c(C(=S)NC(=O)C2CC2)c(=O)n(C)c1=O
48. CC(C)C1Cc2c(sc3c2c(=O)n(Cc2ccccc2)c2nncn32)CO1 (stereo not given)
49. Cn1c(Cn2c(=O)sc3ccccc32)nnc1SCC(=O)Nc1ccccc1
50. NS(=O)(=O)c1ccc(Sc2ccc3c(c2)CCC3)nc1
51. CN(C)c1ccnc2sc3c(NCC(O)CO)ncnc3c12 (stereo not given)
52. CN(Cc1ccc(C(C)(C)C)cc1)C(=O)c1ccc2c(c1)OCO2
53. O=C(O)c1cccnc1SC1CC(=O)N(c2cccc(C(F)(F)F)c2)C1=O (stereo not given)
Screen / compound no.,46,47,48,49,50,51,52,53
UBC13 inh,2,.,1,-12,2,6,2,0
SENP1 FRET inh,-1,2,2,2,-2,-1,2,1
SENP8 block-1,1,.,3,-10,-7,-6,-3,8
HKDC1 inh,-4,-6,2,-5,0,15,1,-5
SENP8 block-2,2,7,33,12,6,-222,9,24
beta cell repl,1,.,0,-2,3,-1,-2,-4
SENP7 inh,2,.,-1,7,-2,-2,5,-5
PfG6PD inh,-7,7,17,27,15,-12,-7,-4
SENP6 block,7,.,-2,-13,-7,-8,-12,-6

54. Cc1cc(O)ccc1NC(=O)CCN1C(=O)c2ccc([N+](=O)[O-])cc2C1=O
55. CC(C)C[C@H](NC(=O)NC1CCCc2ccccc21)C(=O)O (stereo not given in full)
56. CC(=O)N1CCc2c(sc(NC(=O)C3CCCN3S(=O)(=O)c3cccs3)c2C#N)C1 (stereo not given)
Screen / compound no.,54,55,56
UBC13 inh,-4,4,0
SENP1 FRET inh,4,2,-52
SENP8 block-1,-3,4,21
HKDC1 inh,-2,-3,-5
SENP8 block-2,36,1,-431
beta cell repl,0,3,4
SENP7 inh,-2,0,1
PfG6PD inh,-5,-5,-8
SENP6 block,3,9,1

Source: PubChem
